USP2a block: inhibitors of human ubiquitin-specific protease USP2a; O75604; USP2 core, Ub-CHOP2 coupled fluorogenic reporter, 485/531; Potency, µM (series often up to 38.3 µM), for the others: at the highest dose activity change, negative = inhibition, hits mostly inhibitors; 330,000 compounds, 0.01% hits; AID 463254;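 also: potency is read from the fitted curve at half-maximal effect; plate controls were DMSO wells for no effect and full inhibition by NEM control for full effect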
Target sequence (O75604 whole entry, looked up): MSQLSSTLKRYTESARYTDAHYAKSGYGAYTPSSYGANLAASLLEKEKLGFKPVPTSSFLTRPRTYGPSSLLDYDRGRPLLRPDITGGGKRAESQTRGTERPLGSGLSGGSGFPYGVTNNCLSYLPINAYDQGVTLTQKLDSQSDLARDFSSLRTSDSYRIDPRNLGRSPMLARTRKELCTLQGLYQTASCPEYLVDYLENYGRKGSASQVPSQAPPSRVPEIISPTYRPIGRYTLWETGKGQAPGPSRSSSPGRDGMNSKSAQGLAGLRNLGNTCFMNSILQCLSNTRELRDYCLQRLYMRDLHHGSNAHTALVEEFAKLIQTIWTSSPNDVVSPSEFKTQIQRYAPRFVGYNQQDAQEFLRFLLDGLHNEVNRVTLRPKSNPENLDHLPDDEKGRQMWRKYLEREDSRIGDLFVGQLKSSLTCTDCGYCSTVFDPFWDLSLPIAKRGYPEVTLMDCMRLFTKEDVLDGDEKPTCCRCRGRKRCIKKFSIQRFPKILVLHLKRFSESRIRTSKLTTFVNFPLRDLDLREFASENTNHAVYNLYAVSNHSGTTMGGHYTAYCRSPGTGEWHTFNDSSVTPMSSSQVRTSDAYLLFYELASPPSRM
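USP2 core (10nM final) preincubated 30min RT with compound in 20mM Tris-HCl pH 8.0, 2mM CaCl2, 2mM beta-mercaptoethanol, 0.05% CHAPS; 25nM Ub-CHOP2 plus 25nM reporter substrate added, fluorescence (Ex485/Em531) read after 60min.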
Eya2 inh: Eya2 (human) phosphatase inhibition; AID 488837; recombinant Eya2, OMFP fluorescence dephosphorylation (OMFP is methylfluorescein phosphate); 330,000 compounds, 0.006% hits; Potency, µM (top dose mostly 76.9 µM), for the others: at the highest dose activity, negative = inhibition, actives largely listed as inhibitors; also: potency is read from the fitted curve at half-maximal effect; % is scaled to controls: 0 for no effect and ±100 for the full control effect
Target sequence (O00167 whole entry, looked up): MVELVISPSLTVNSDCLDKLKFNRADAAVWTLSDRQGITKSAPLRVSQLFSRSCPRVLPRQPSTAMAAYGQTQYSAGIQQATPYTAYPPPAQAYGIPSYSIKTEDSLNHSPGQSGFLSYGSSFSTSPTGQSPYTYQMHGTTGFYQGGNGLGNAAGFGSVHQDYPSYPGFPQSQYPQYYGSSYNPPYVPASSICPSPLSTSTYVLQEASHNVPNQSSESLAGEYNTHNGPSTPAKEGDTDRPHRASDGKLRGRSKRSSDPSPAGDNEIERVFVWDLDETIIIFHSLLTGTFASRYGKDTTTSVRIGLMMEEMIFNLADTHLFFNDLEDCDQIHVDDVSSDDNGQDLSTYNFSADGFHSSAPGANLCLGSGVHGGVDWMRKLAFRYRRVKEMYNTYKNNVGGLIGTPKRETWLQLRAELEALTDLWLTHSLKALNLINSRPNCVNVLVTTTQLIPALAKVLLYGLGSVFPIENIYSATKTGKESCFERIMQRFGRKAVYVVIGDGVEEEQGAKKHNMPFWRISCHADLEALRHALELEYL
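Eya2 (0.2 uM) preincubated 10 min at ambient with compound, then OMFP substrate added at 50 uM; 10 min reaction in 50 mM HEPES pH 7.5, 50 mM NaCl, 5 uM MgCl2, 0.05% BSA, 1 mM DTT. Fluorescence read at Ex 485/Em 525 nm.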
TSHR antag: antagonists of human thyroid stimulating hormone receptor. P16473. TSHR-expressing cells, TSH-stimulated cAMP HTRF, 2 h; stronger effect = lower value. activity change, negative = inhibition, % at 11.5 µM. 330,000 compounds, 0.2% hits;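 active = activity change below a set negative limit, meaning inhibition stronger than a set level, cut at about -70% in these data; inconclusive = activity change between two set negative limits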; also: % is scaled to controls: 0 for no effect and ±100 for the full control effect
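Cell-based HTRF cAMP assay; TSHR cells + compound, TSH EC80 (4nM final), 2 h, 37 deg C. Lysis with anti-cAMP cryptate and cAMP-d2, 30 min RT, read 665/620 nm.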
ELG1 DNA repair: inhibitors of ELG1-dependent DNA repair in HEK293T cells. HEK293T ELG1-luciferase reporter, luminescence, 16 h; DNA damage induced by 5-fluorouridine. 330,000 compounds, 2.3% hits. Potency, µM (series often up to 46.1 µM), for inactives: top-dose activity change, negative = inhibition, hits mostly inhibitors. AID 504467; also: potency is read from the fitted curve at half-maximal effect; % is scaled to controls: 0 for no effect and ±100 for the full control effect; nearly all actives have a fitted effect of over 55% in size
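5-Fluorouridine DNA damage + compound/DMSO, 2,000 cells/well, 16 h, 37 °C/5% CO2. ONE-Glo, 30 min RT, luminescence. Readout = decrease in reporter signal.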
TRPV1 agonist: agonists of human vanilloid receptor 1 (TRPV1); Q8NER1; TRPV1-expressing cells, Fluo-8 calcium influx, agonist mode; activation, % at 8.33 µM; 320,000 compounds, 0.19% hits; in the data active = activation above about 80%; inconclusive = between about 30% and that limit; also: 0% is about no effect
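Fluo-8 calcium influx in TRPV1-expressing cells, kinetic read (ex 480/em 520 nm). Compound added and read 3 min for agonist activity, followed by capsaicin at EC20 final and 2 min further read for enhancement.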
AT treatment: candidate therapy for ataxia-telangiectasia; […] A-T fibroblasts, KAP-1 phosphorylation AlphaLISA; neocarzinostatin DNA damage 30 min before lysis; Potency, µM (titrated, usually from 57.5 µM), inactives show top-dose activation, hits mostly activators; 320,000 compounds, 0.19% hits; also: potency is read from the fitted curve at half-maximal effect; % of control where 0% means no effect; nearly all actives have a fitted effect of over 45% in size
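ATM-like activity read as KAP-1 phosphorylation via AlphaLISA donor/acceptor antibody pairs after lysis and 6 hr at 25C. Cells were ATM-null patient fibroblasts ([…], hTERT), dosed 60 min, then exposed to the DSB inducer NCS for 30 min.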
Mito fusion act: blocks mitochondrial division or promotes mitochondrial fusion | S. cerevisiae fusion-defective mutant growth rescue, CellTiterGlo 48 h | AID 485298 | Potency, µM (series often up to 46.1 µM), without a hit: top-dose growth rescue (activation), usual class: activators | 320,000 compounds, 0.23% hits;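 also: potency is read from the fitted curve at half-maximal effect; % of control where 0% means no effect; nearly all actives have a fitted effect of over 45% in size; temperature-sensitive fusion mutants such as fzo1-1 at 37 °C on non-fermentable ethanol glycerol medium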
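Read-out: ATP-based luminescence (CellTiterGlo, 10 min ambient) reporting growth of fusion-defective ts yeast after 48 hours at 37C on glycerol/ethanol YPEG medium in the presence of compound.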
KCNH2 WT inh: KCNH2 (human, wildtype) channel inhibition | Q12809 | U2OS, BacMam KCNH2, thallium flux FluxOr; stronger effect = lower value | activity change, % at 1.84 µM | 340,000 compounds, 0.37% hits | AID 720551;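 active = maximum activity change below -70%; inconclusive = maximum activity change between -70% and -50%; inactive = maximum activity change above -50%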; also: % is scaled to controls: 0 for no effect and ±100 for the full control effect
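U2OS cells transduced with wild-type KCNH2 virus are loaded with FluxOr dye for 45 min, and thallium flux is measured in kinetic reads before and after stimulation buffer. Rate constants are normalized to DMSO controls.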
TCR activator: activates T cell receptor signaling; primary human leukocytes, anti-CD3, IL-2 HTRF, 48 h; Potency, µM (series often up to 9.22 µM), inactives show top-dose activation of IL-2 secretion, usual class: activators; 330,000 tested, under 10 active; also: % of control where 0% means no effect
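Using a-CD3 beads without co-stimulation, primary human leukocytes were exposed to compounds for 48 hr. An HTRF IL-2 kit measured the cytokine, with europium-to-d2 energy transfer producing emission at 665nm upon 320nm excitation.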
KCNH2 3.1 block: inhibitors of human KCNH2 3.1 potassium channel isoform; 340,000 compounds, 0.95% hits; AID 720553; U2OS KCNH2 3.1, thallium flux FluxOr; stronger effect = lower value; activity change, % (tested at about 1.8 µM);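 active = maximum activity change below -70%; inconclusive = maximum activity change from -70% to -50%; inactive = maximum activity change above -50%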;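 also: thallium influx rate constant from kinetic fluorescence after stimulation buffer; % is scaled to controls: 0 for no effect and ±100 for the full control effect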
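Kinetic fluorescence (2 min after stimulation buffer) measures Tl+ influx through KCNH2 3.1 expressed by viral transduction in U2OS cells; the rate constant is normalized against DMSO controls serving as positive and negative references.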
An asterisk follows results filed as active; [ ] = dose if it differs, or a comment. Unless noted, calls follow the shape of the dose curve; as a rule, active = well fitted curve in the direction sought with a large enough effect; inconclusive = small, poorly fitted or top-dose-only effect, or another doubt; inactive = no such curve, though single readings can be large; an effect the other way counts as inactive or inconclusive. The list is partial; rates above refer to the full screens.

How did Cc1nc2ccc(-c3nc4cc(N)ccc4o3)cc2[nH]1 do in these assays?
USP2a block: 0.2%; Eya2 inh: 6.7%; TSHR antag: -3.4; ELG1 DNA repair: inconclusive; TRPV1 agonist: 6.8; AT treatment: 13.9%; Mito fusion act: 1.6%; KCNH2 WT inh: -0.1; TCR activator: -2.8%; KCNH2 3.1 block: -14.8

How did COc1cc(/C=N/NC(=O)c2sc(N)c(C#N)c2C)ccc1O do in these assays?
USP2a block: -1.2%; Eya2 inh: -18.6%; TSHR antag: -8.1; ELG1 DNA repair: 16.3%; TRPV1 agonist: -4.7; AT treatment: 9.1%; Mito fusion act: 1.9%; KCNH2 WT inh: -1.2; TCR activator: 0.1%; KCNH2 3.1 block: 14.8

How did CCOC(=O)c1ccc(NC(=O)Cc2coc3cc4c(cc23)CCC4)cc1 do in these assays?
USP2a block: 0.2%; Eya2 inh: -7.8%; TSHR antag: -5.6; ELG1 DNA repair: inconclusive; TRPV1 agonist: -1.0; AT treatment: 8.2%; Mito fusion act: -16.3%; KCNH2 WT inh: 0.8; TCR activator: -2.7%[46.1 µM]; KCNH2 3.1 block: -2.5

How did COc1ccc(-c2noc(CN3CCOCC3)n2)cc1OC do in these assays?
USP2a block: 0.7%; Eya2 inh: -5.4%; TSHR antag: 3.5; ELG1 DNA repair: 24.4%; TRPV1 agonist: 3.1; AT treatment: -0.9%; Mito fusion act: -4.9%; KCNH2 WT inh: -5.8; TCR activator: 1.6%; KCNH2 3.1 block: 0.5

How did O=C(O)c1cccc(-c2nnn(Cc3ccccc3)n2)c1 do in these assays?
USP2a block: 0.6%; Eya2 inh: 2.5%; TSHR antag: -20.4; ELG1 DNA repair: inconclusive; TRPV1 agonist: -3.1; Mito fusion act: -1.5%; KCNH2 WT inh: -24.7; TCR activator: 3.1%[46.1 µM]; KCNH2 3.1 block: 1.8

How did O=C(COC(=O)CC(c1ccccc1)c1ccccc1)Nc1c(F)cccc1F do in these assays?
USP2a block: -1.7%; Eya2 inh: 1.9%; TSHR antag: -12.0; ELG1 DNA repair: inconclusive; TRPV1 agonist: 12.0; AT treatment: 4.7%; Mito fusion act: 26.3%; TCR activator: 2.7%[46.1 µM]

How did Cc1[nH]nc2cn[nH]c12 do in these assays?
USP2a block: 0.2%; Eya2 inh: -6.0%; TSHR antag: 7.5; ELG1 DNA repair: 13µM*; TRPV1 agonist: -1.4; AT treatment: 0.8%; Mito fusion act: -0.6%; KCNH2 WT inh: -4.0; KCNH2 3.1 block: 14.7

How did CC[C@H](C)[C@H](NC(=O)OCc1ccccc1)C(=O)OCC(=O)N(C)CC(=O)Nc1ccccc1Cl do in these assays?
USP2a block: -7.5%; Eya2 inh: -16.9%; TSHR antag: 5.0; ELG1 DNA repair: inconclusive; TRPV1 agonist: 9.8; AT treatment: -3.0%; Mito fusion act: 2.4%; KCNH2 WT inh: -0.9; TCR activator: -1.9%; KCNH2 3.1 block: -15.9

How did COc1cccc(C2NC(=O)NC(O)(C(F)(F)F)C2C(=O)c2cccnc2)c1OC (stereo not drawn) do in these assays?
USP2a block: -0.6%; Eya2 inh: 2.5%; TSHR antag: 6.4; ELG1 DNA repair: 3.4%; TRPV1 agonist: 5.3; AT treatment: 3.2%; Mito fusion act: -4.0%; KCNH2 WT inh: 12.5; TCR activator: 2.6%; KCNH2 3.1 block: -1.1

Results for CC(=O)C(/C=N/c1ncc(C(F)(F)F)cc1Cl)=C(\C)O ?
USP2a block: 2.8%; Eya2 inh: 6.9%; TSHR antag: -8.0; ELG1 DNA repair: 1.2%; TRPV1 agonist: 1.5; AT treatment: 0.6%; Mito fusion act: 1.2%; KCNH2 WT inh: -18.9; TCR activator: 2.5%; KCNH2 3.1 block: -6.8

The list goes on, overlapping the part above by 2 compounds.
How did COc1cccc(C2NC(=O)NC(O)(C(F)(F)F)C2C(=O)c2cccnc2)c1OC (stereo not drawn) do in these assays?
USP2a block: -0.6%; Eya2 inh: 2.5%; TSHR antag: 6.4; ELG1 DNA repair: 3.4%; TRPV1 agonist: 5.3; AT treatment: 3.2%; Mito fusion act: -4.0%; KCNH2 WT inh: 12.5; TCR activator: 2.6%; KCNH2 3.1 block: -1.1

Results for CC(=O)C(/C=N/c1ncc(C(F)(F)F)cc1Cl)=C(\C)O ?
USP2a block: 2.8%; Eya2 inh: 6.9%; TSHR antag: -8.0; ELG1 DNA repair: 1.2%; TRPV1 agonist: 1.5; AT treatment: 0.6%; Mito fusion act: 1.2%; KCNH2 WT inh: -18.9; TCR activator: 2.5%; KCNH2 3.1 block: -6.8

Results for Cc1cc(C(=O)Nc2ccc(S(=O)(=O)Nc3nccs3)cc2)c(C)o1 ?
USP2a block: 2.8%; Eya2 inh: 0.1%; TSHR antag: 8.9; ELG1 DNA repair: 17.3%; TRPV1 agonist: -2.7; AT treatment: -2.4%; Mito fusion act: -3.9%; KCNH2 WT inh: -7.9; TCR activator: 2.0%; KCNH2 3.1 block: 3.1

Results for C=CCNc1oc(-c2ccco2)nc1S(=O)(=O)c1ccccc1 ?
USP2a block: 0.2%; Eya2 inh: 14.4%; TSHR antag: 22.9; ELG1 DNA repair: 0.6%; TRPV1 agonist: 0.4; AT treatment: 2.7%; Mito fusion act: 2.3%; KCNH2 WT inh: -3.0; TCR activator: 5.4%

Results for CCN1C(=O)/C(=c2\s/c(=C3\Sc4ccccc4N3C)c(=O)n2C)N(C)C1=S ?
USP2a block: 4.0%; Eya2 inh: -2.3%; TSHR antag: -7.2; ELG1 DNA repair: inconclusive; TRPV1 agonist: 1.0; AT treatment: -3.1%; Mito fusion act: 1.4%

Results for O=C(/C=C/c1ccc([N+](=O)[O-])cc1)N1CCN(S(=O)(=O)c2ccccc2)CC1 ?
USP2a block: -0.6%; Eya2 inh: 22.1%; TSHR antag: -6.4; ELG1 DNA repair: inconclusive; TRPV1 agonist: 8.0; AT treatment: -2.9%; Mito fusion act: 4.6%; KCNH2 WT inh: 30.2; TCR activator: -2.7%; KCNH2 3.1 block: -27.5

How did COc1ccc(NC2=CC(c3ccccc3)N(c3ccc(OC)cc3)C2=O)cc1 (stereo not drawn) do in these assays?
USP2a block: -0.4%; Eya2 inh: 4.1%; TSHR antag: -2.8; ELG1 DNA repair: inconclusive; TRPV1 agonist: -0.1; AT treatment: 0.0%; Mito fusion act: -0.5%; KCNH2 WT inh: -1.6; TCR activator: -4.8%; KCNH2 3.1 block: -12.3

What do the screens show for `COc1ccc(C(=O)NNC(=O)Cc2nc3ccccc3n2C)cc1`?
USP2a block: -4.4%; Eya2 inh: -3.8%; TSHR antag: 1.2; ELG1 DNA repair: 10.1%; AT treatment: -6.6%; KCNH2 WT inh: -0.2; TCR activator: -3.3%; KCNH2 3.1 block: -4.7

What do the screens show for `COc1cc(O)c(/C=N/NC(=O)c2ccncc2)c(OC)c1[N+](=O)[O-]`?
USP2a block: 5.6%; Eya2 inh: -11.0%; TSHR antag: -4.0; ELG1 DNA repair: -4.7%; TRPV1 agonist: -0.7; AT treatment: -3.3%; Mito fusion act: -3.6%; TCR activator: 0.5%; KCNH2 3.1 block: -13.1

How did O=C(NC(=S)NNC(=O)c1ccccc1O)c1ccc(F)cc1 do in these assays?
USP2a block: 0.4%; Eya2 inh: 7.5%; TSHR antag: -17.1; ELG1 DNA repair: 1.5%; TRPV1 agonist: 3.8; AT treatment: 2.3%; Mito fusion act: -5.8%; KCNH2 WT inh: -5.1; TCR activator: -3.3%; KCNH2 3.1 block: 2.6

Results for O=C(Nc1cccc(-c2csc(Nc3cccc(C(F)(F)F)c3)n2)c1)c1cc([N+](=O)[O-])cc(C(F)(F)F)c1 ?
USP2a block: -4.8%; Eya2 inh: 7.8%; TSHR antag: -1.8; ELG1 DNA repair: 2.59µM*; TRPV1 agonist: 0.9; AT treatment: -25.8%; Mito fusion act: 3.6%; KCNH2 WT inh: -4.2; TCR activator: 3.8%; KCNH2 3.1 block: 3.3

Results for O=C(Nc1nc2ccccc2s1)C1CCCO1 (stereo not drawn) ?
USP2a block: 2.2%; Eya2 inh: 3.9%[15.4 µM]; TSHR antag: -0.9; ELG1 DNA repair: inconclusive; TRPV1 agonist: 17.8; AT treatment: 24.1%; Mito fusion act: 8.3%; KCNH2 WT inh: 12.4; TCR activator: 1.2%; KCNH2 3.1 block: -3.2

How did CCCCOC(=O)c1ccc(NC(=O)c2ccoc2C)cc1 do in these assays?
USP2a block: -0.3%; Eya2 inh: 1.4%; TSHR antag: -16.0; ELG1 DNA repair: -3.2%; TRPV1 agonist: inconclusive; AT treatment: 1.5%; Mito fusion act: 4.7%; KCNH2 WT inh: 6.1; TCR activator: -5.6%; KCNH2 3.1 block: -20.4

What do the screens show for `Cc1cccc(NC(=O)CCC2CCN(C(=O)c3ccc(C)s3)CC2)c1`?
USP2a block: 0.7%; Eya2 inh: -16.5%; TSHR antag: -46.2; ELG1 DNA repair: 3.7%; TRPV1 agonist: 24.8; AT treatment: 6.7%; Mito fusion act: -5.9%; KCNH2 WT inh: 9.0; TCR activator: 2.9%; KCNH2 3.1 block: -5.7

High-throughput results (PubChem BioAssay)
